Screens from PubChem.
NR2F2 inh – blocks human COUP-TFII nuclear receptor; P24468; HEK293T NGFI-A luciferase reporter, luminescence; inhibition, % at 8.6 µM; 0.7% of 370,000 active; AID 686940;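 active = inhibition above a per-plate cutoff, mean inhibition of test wells between control levels plus 3 SD, cut at about 38% in these data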;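 note: cells cotransfected with COUP-TFII expression vector driving the NGFI-A reporter; 0% = median of COUP-TF2 test wells and 100% = reporter-only cells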
Target sequence (P24468 whole entry, looked up): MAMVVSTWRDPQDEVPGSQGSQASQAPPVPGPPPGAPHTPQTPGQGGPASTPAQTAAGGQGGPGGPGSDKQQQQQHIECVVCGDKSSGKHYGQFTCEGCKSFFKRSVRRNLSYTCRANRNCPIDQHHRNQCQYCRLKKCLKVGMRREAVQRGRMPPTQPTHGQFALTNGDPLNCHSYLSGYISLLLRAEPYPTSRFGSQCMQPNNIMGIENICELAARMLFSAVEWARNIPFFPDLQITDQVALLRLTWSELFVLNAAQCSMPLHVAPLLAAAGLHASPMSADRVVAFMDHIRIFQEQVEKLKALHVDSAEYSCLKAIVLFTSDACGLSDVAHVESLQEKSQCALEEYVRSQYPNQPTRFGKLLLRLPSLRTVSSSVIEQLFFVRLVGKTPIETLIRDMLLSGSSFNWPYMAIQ
* marks the source's active call; other numbers are inactive results. This is a subset; rates above refer to the full screens.

smiles | NR2F2 inh
O=C(Cc1c[nH]c2ccccc12)Nc1ccc(Nc2cccnc2)c(-c2ccc(Cl)c(Cl)c2)c1 | 1
O=C(Nc1ccc(Cl)c(Cl)c1)c1cccc2c1-c1ccccc1C2=O | -10
CC(=O)C1=C(C)N(Cc2ccccc2)C(=S)NC1c1cccc(Br)c1 (centres undefined) | 0
CN=C1NC(=O)/C(=C\c2cc(C)n(-c3ccccc3F)c2C)S1 | -18
O=C1N(Cc2ccccc2)c2ccccc2C12CCCc1oc(CCc3ccccc3)nc12 (centres undefined) | -9
Brc1ccc(-c2csc(N3CCNCC3)n2)cc1 | -26
CC(C)C[C@H]1COc2cc(Br)ccc2S(=O)(=O)N1Cc1cn(Cc2ccc(Cl)cc2)nn1 | 9
O=[N+]([O-])c1cccc(OCCCN2CCC(C(O)(c3ccccc3)c3ccccc3)CC2)c1 | -3
O=c1ccn(C2CC(O)C(COC(c3ccccc3)(c3ccccc3)c3ccccc3)O2)c(=O)[nH]1 (centres undefined) | -6
CCCCNC(=O)C1CCCN1C(=O)Nc1cc(Cl)cc(Cl)c1 (centres undefined) | -15
Cc1ccc(-n2c(-c3cccs3)nc3nc4ccccc4nc32)cc1 | 6
O=C(CCS(=O)(=O)c1ccccc1)Nc1cc(Cl)ccc1F | 2
CCOC(=O)[C@@]12CCCC3=C1N(CCC3)C(=O)[C@H]2CC(=O)N1CCCCC1 | 9
COc1cc(OC)cc(C(=O)NCCN2C(=O)C3C4C=CC(C4)C3C2=O)c1 (centres undefined) | 2
CN(C)S(=O)(=O)c1cccc(C(=O)N/N=C\c2ccccc2)c1 | -39

Reprinted at random: 7 entries already listed.
smiles | NR2F2 inh
O=[N+]([O-])c1cccc(OCCCN2CCC(C(O)(c3ccccc3)c3ccccc3)CC2)c1 | -3
O=C(Nc1ccc(Cl)c(Cl)c1)c1cccc2c1-c1ccccc1C2=O | -10
Cc1ccc(-n2c(-c3cccs3)nc3nc4ccccc4nc32)cc1 | 6
CCCCNC(=O)C1CCCN1C(=O)Nc1cc(Cl)cc(Cl)c1 (centres undefined) | -15
O=C(CCS(=O)(=O)c1ccccc1)Nc1cc(Cl)ccc1F | 2
O=C(Cc1c[nH]c2ccccc12)Nc1ccc(Nc2cccnc2)c(-c2ccc(Cl)c(Cl)c2)c1 | 1
CN(C)S(=O)(=O)c1cccc(C(=O)N/N=C\c2ccccc2)c1 | -39

Next compounds.
smiles | NR2F2 inh
COC(=O)N1C[C@H](OC)[C@H]2C[C@@H]1c1ccccc1O2 | 4
C/C(C=NNC(=O)CSc1nnc(-c2ccc(Cl)cc2)n1-c1ccccc1)=C\c1ccccc1 | -6
COC(=O)[C@]12CCCCC=C1N(Cc1ccc(OC)cc1)C(=O)[C@@H]2CC(=O)N1CCCCC1 | 6
O=C(CSc1nnc(-c2ccccc2)n1-c1ccccc1)NN=Cc1ccc(-c2ccccc2)cc1 | 2
O=S(=O)(CC1NCc2ccccc21)NCCc1ccccc1 (centres undefined) | -70
CCC(C)[C@H](NC(=O)OC(C)(C)C)C(=O)N[C@@H](Cc1ccccc1)C(=O)OC (some centres undefined) | 9
Cc1cccc(NC(=O)NN(C(=O)c2ccccc2Cl)C(C)(C)C)c1 | -19
C=CCN1[C@@H](C)COc2cccc(N3CCSCC3)c2S1(=O)=O | 7
CCCN1CCCCC(NC(=O)COCc2ccccc2)C1=O (centres undefined) | 13
O=c1c2cc3cc4c(cc3nc2ncn1CCc1ccccc1)OCO4 | -6
COC(=O)C1CN(Cc2ccc(OC)cc2)CCS(=O)(=O)N1Cc1ccc(OC)cc1 (centres undefined) | 4
Cc1ccc(-c2cc(-c3nnc(SCC(=O)Nc4cccc5ccccc45)n3N)[nH]n2)cc1 | -7
O=C(C(=O)N1CCN(S(=O)(=O)c2ccc(F)cc2)CC1)c1cccc(C(F)(F)F)c1 | 5
C[C@@H]1OCN(C)[C@H]2C[C@H]3c4[nH]c5cccc(-c6ccc7c(c6)OCO7)c5c4CCN3C[C@@H]12 | 12
COC(=O)C1=C(C)N(Cc2ccc(Cl)cc2)C(=S)NC1c1ccc(F)cc1 (centres undefined) | 6
C=CCN=C1NC(c2cccc(Cl)c2)C(C(=O)OC)=C(C)N1C (centres undefined) | -6
S=C(Nc1ccccc1)OCCN1CCCC12CCC(c1ccccc1)CC2 (centres undefined) | -4
O=C(OCc1nc2ccccc2s1)c1cc2ccccc2oc1=O | -22
O=C(NCCc1nc2ccccc2n1CCOc1ccc2cccnc2c1)C1CCCCC1 | 12
O=C(c1ccncc1F)N1CCC(n2nnc3ncccc32)CC1 | -15
O=C1CCc2cc(S(=O)(=O)N3CCN(c4ccccc4Cl)CC3)ccc2N1 | 2
O=C(OC12CCCN(C1)/C(=C/c1cccnc1)C2)C1CCCC1 (centres undefined) | 0
Cc1cc(C)cc(N(CC(=O)NC2CCC(C)CC2)S(=O)(=O)c2ccc(C(C)(C)C)cc2)c1 (centres undefined) | -20
COc1cc(-c2ccc(NC(=O)NC3CC3)c(OC)c2)ccc1NC(=O)NC1CC1 | -45
COc1ccc(-c2nnc3n2N=C(c2cccc([N+](=O)[O-])c2)CS3)cc1 | -7
CCCCNC(=O)C1(C(=O)c2ccc(OC)cc2)CC(C(=O)OCC)=NO1 (centres undefined) | -14
CC1(C)C(=O)OC(c2cccn2-c2cccc([N+](=O)[O-])c2)C2(CCCCC2)C1=O (centres undefined) | 4
COC(=O)[C@]12C[C@H](CC(=O)NCc3ccc(OC)c(OC)c3)C(=O)N(Cc3ccccc3)C1=C[C@H](C1CCCC1)O[C@@H]2C | 5
O=C(C(=O)N1CCC(CNS(=O)(=O)c2cccc(C(F)(F)F)c2)CC1)c1cc2ccccc2o1 | 3
COC(=O)C(Cc1ccccc1)NC(=O)C(N)CC(=O)O (centres undefined) | -2
O=C(NCC1CCN(C(=O)C(=O)c2cc3ccccc3o2)CC1)c1cccnc1 | -2
CCOC(=O)CC[C@@]1(C(=O)OCC)C[C@@H](CC(=O)N2CCN(C(=O)c3ccco3)CC2)C(=O)N2CCCC=C21 | -3
COc1cccc(CNC(=O)CN2CCCc3ccccc32)c1OC | 6
c1ccc2cc(Cn3ccc4ccc(-c5ccc6cc[nH]c6c5)cc43)ccc2c1 | -5
COC(=O)/C=C1\OC(C)c2ccccc21 (centres undefined) | -12
CC(=O)CC[C@H]1CC[C@]2(CCCN(C(=O)c3ccc4ccccc4n3)C2)O1 | -9
CCN1CCCCC(NC(=O)c2ccccc2OC)C1=O (centres undefined) | 3
CC(C)CNc1cccc2c1S(=O)(=O)N(Cc1cn(Cc3ccc(F)cc3)nn1)Cc1ccccc1O2 | 4
CCCCOc1ccc(C(=O)NC2CCCCN(Cc3ccccc3C)C2=O)cc1 (centres undefined) | 25
COC(=O)C1=C(C)N(Cc2ccccc2C(F)(F)F)C(=NCc2ccccc2C(F)(F)F)NC1c1ccc(F)cc1 (centres undefined) | 17
O=C(CSc1ccc(-c2cccnc2)nn1)N1CCCc2ccccc21 | -6
COC(=O)[C@]12C[C@H](CC(=O)N3CCOCC3)C(=O)N(Cc3ccco3)C1=C[C@H](COCc1ccccc1)O[C@@H]2C | -29
CCC[C@@H]1C[C@@]1(CCC)[C@@H](NP(=O)(c1ccccc1)c1ccccc1)c1ccc(C(=O)OC)cc1 | 17
CCOC(=O)C1=Nc2cccc3c(O)ccc1c23 | -2
CC(=O)C1=C(C)NC(=S)NC1c1ccccc1 (centres undefined) | -2
O=C(C(=O)N1CCC(CNS(=O)(=O)c2cc(C(F)(F)F)cc(C(F)(F)F)c2)CC1)c1cccs1 | 5
CCC[C@@H](/C=C/C(=O)OC(C)(C)C)Sc1ccc(OC)cc1 | -11
O=C(Nc1c(-c2ccccc2)nc2ncccn12)c1ccc(F)cc1 | 0
CCOC(=O)[C@]12CCCC=C1N(CCCOC)C(=O)[C@@H]2CC(=O)NCc1ccc(C)o1 | 9
CC(=O)Oc1ccc(Cl)cc1/C=C/c1cc(OC(C)=O)c2ccccc2n1 | 2
CCOC(=O)[C@@]12CCC3=C1N(CCC3)C(=O)[C@H](CC(=O)NCC1CCCCC1)C2 | -15
CSc1ccc(-c2csc(N3CCC(C(N)=O)CC3)n2)cc1 | -15
COC(=O)[C@]12C[C@H](CC(=O)N3CCCCC3)C(=O)N(Cc3ccc(Cl)cc3Cl)C1=C[C@H](COCc1ccccc1)O[C@@H]2C | 11
CC(C)(C)OC(=O)[C@H](Cc1ccccc1)NCC(=O)OCc1ccc(C(=O)NCc2ccccc2)cc1 | -20
O=C(NCc1ccc(Cl)cc1)OCCN1C(=O)CCC12CCC(c1ccccc1)CC2 (centres undefined) | 0
COc1ccc(-n2c(SCC(=O)NCC3CCCO3)nnc2-c2ccncc2)cc1 (centres undefined) | -15
COCCN1CCCc2nc(-c3ccc(Br)cc3)ccc21 | -18
O=C(Nc1ccc(Oc2ccccc2)cc1)C1CCCN1S(=O)(=O)c1cccc2cccnc12 (centres undefined) | 42*
C=CCN(CC#CC1=CCCCC1)Cc1ccc(OC)cc1OC | 3
CC(=O)NC(Cc1ccccc1)P(=O)(O)O (centres undefined) | -5

Molecules listed so far that have a thiophene ring, fused or not:
smiles | NR2F2 inh
Cc1ccc(-n2c(-c3cccs3)nc3nc4ccccc4nc32)cc1 | 6
O=C(C(=O)N1CCC(CNS(=O)(=O)c2cc(C(F)(F)F)cc(C(F)(F)F)c2)CC1)c1cccs1 | 5

(continued)
smiles | NR2F2 inh
CC(C)(C)c1ccc(C#C[C@@H]2C=C[C@@H](O)[C@@H](COC(=O)NCc3ccccc3)O2)cc1 | 1
COc1ccc(CN2C(=O)N3Cc4ccc(C)cc4C3CS2(=O)=O)cc1 (centres undefined) | -8
CCOC(=O)C1CCN(C(=O)C(C)(C)NC(=O)Nc2ccc(C(F)(F)F)cc2Cl)CC1 | 21
Cc1sc2nc(C3CC3)nc(SCC(=O)N3CCCc4ccccc43)c2c1C | 8
COC(=O)CSc1nnc(-c2ccc(NS(=O)(=O)c3ccc(C)c(C)c3)cc2)o1 | -1
CCOC(=O)N1CCN(C(=O)C[C@H]2C[C@@]3(C(=O)OC)C(=C[C@H](COCc4ccccc4)O[C@@H]3C)N(Cc3ccco3)C2=O)CC1 | 15
Cc1cc(Oc2cccc3c2S(=O)(=O)N([C@H](C)c2ccccc2)C[C@@H](COCc2ccccc2)O3)cc(C)c1C | -9
CN(Cc1ccccc1)S(=O)(=O)c1cccc(C(=O)OCc2ccccc2)c1 | -20
COc1ccc(-n2c(SCC(=O)Nc3ccc(OCc4ccccc4)cc3)nnc2-c2ccc(C)cc2)cc1 | -15
O=C(CSc1nnc(-c2ccccn2)n1-c1ccc(Cl)cc1)Nc1ccc(S(=O)(=O)Nc2nccs2)cc1 | -9
C[C@@H]1CNCCN1c1ccc(N2CCS(=O)(=O)CC2)c(C#N)c1 | -8
C[C@H]1[C@H](c2ccccc2)OC(O)([C@H](Cc2ccccc2)NC(=O)OC(C)(C)C)CN1C (some centres undefined) | 18
CN1C(=O)c2cc(NC(=O)Cc3cccs3)ccc2OC[C@H]2O[C@@H](CC(=O)NCCCN3CCOCC3)CC[C@@H]21 | -1
COC(=O)[C@]12C[C@H](CC(=O)NCCCCc3ccccc3)C(=O)N(Cc3ccccc3)C1=C[C@H](C1CCCC1)O[C@@H]2C | -3
COc1ccc(-c2cc(-c3nnc4sc(Cc5cccs5)nn34)[nH]n2)cc1 | 6
Cc1cc(NC(=O)c2ccc(NS(=O)(=O)c3ccccc3F)cc2)no1 | -12
CN(Cc1ccccc1F)C(=O)C1CCCN(c2ncccn2)C1 (centres undefined) | 10
COC(=O)N1C[C@H](OCc2cn(-c3cc(Cl)cc(Cl)c3)nn2)[C@H](OCc2cn(-c3cc(Cl)cc(Cl)c3)nn2)C[C@@H]1c1ccccc1Br | -3
CCN(CC)C(=O)CC[C@@H]1CC[C@]2(CCCN(C(=O)C(C)(C)C)C2)O1 | -9
Cc1ccc(S(=O)(=O)N2CCCCC2)cc1NC(=O)c1ccc2c(=O)n3c(nc2c1)CCCCC3 | 43*
CCOC(=O)N1CCN(C(=O)C[C@H]2C[C@@]3(C(=O)OC)C(=C[C@H](C4CCCC4)O[C@@H]3C)N(Cc3ccco3)C2=O)CC1 | 4
O=C(Nc1ccc(C(O)(C(F)(F)F)C(F)(F)F)cc1)c1ccc(Cl)cc1 | -37
C=CCn1c(SCC(=O)C(C)(C)C)nnc1-c1ccc(Cl)cc1 | -1
C=CCN1C/C(=C/c2ccccc2)N2C(=O)CC(c3ccccc3)N=C12 (centres undefined) | 16
Cc1ccc(CSc2nnc(-c3n[nH]c4c3CCC4)n2N)cc1 | 4
Cc1ccc2c(c1)c1ncnc(N3CCc4ccccc4C3)c1n2C | -19
CC(C)CNS(=O)(=O)/C=C/c1ccccc1CNC(=O)OC(C)(C)C | -21
CN=C1S/C(=C\c2cccc(Cl)c2Cl)C(=O)N1C | -3
COc1ccc(-n2c(SCC(=O)Nc3cc(C)c(NC(=O)c4ccccc4)cc3OC)nnc2-c2ccccc2F)cc1 | 1
CCCCOCCCNC(=O)C[C@H]1C(=O)N(Cc2ccc(OC)cc2)C2=CCCC[C@@]21C(=O)OCC | 6
N#Cc1nccnc1S(=O)(=O)c1cccs1 | -11
COC(=O)[C@]12C[C@H](CC(=O)NCCC(C)C)C(=O)N(CCC3=CCCCC3)C1=C[C@H](C(C)(C)C)O[C@@H]2C | -2
COC(=O)[C@]12C[C@H](CC(=O)N3CCCCC3)C(=O)N(Cc3ccccc3)C1=C[C@H](C(C)C)O[C@@H]2C1CC1 | -4
Cc1cc(C)c(CN2CCN(C(=O)Cn3cc(C)c(=O)[nH]c3=O)CC2)c(C)c1 | 23
C=CCNc1cccc2c1S(=O)(=O)N[C@H](Cc1ccccc1)CO2 | 5
CCn1c(SCC(=O)NN=Cc2cc(OC)ccc2OC)nnc1-c1ccc(OC)cc1 | 7
COC(=O)c1cc(C(c2ccccc2O)C2CCC(C)(C)O2)n2ccccc12 (centres undefined) | -14
